# M4 antag: antagonists of human muscarinic M4 receptor (CHRM4); P08173; CHO-hM4 cells, ACh EC80, Fluo-8 calcium fluorescence; inhibition, % at 3 µM; 360,000 tested, 0.73% active;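 active = inhibition above its plate's cutoff, the mean inhibition of sample wells plus 3 SD, cut at about 27% in these data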;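 note: 0% = acetylcholine EC80 with DMSO and 100% = DMSO without agonist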
# CHRM1 PAM: positive allosteric modulators of human M1 muscarinic receptor | P11229 | CHO-K1 hM1, Fluo-8 calcium fluorescence, ACh EC20; 0% = ACh EC20, 100% = maximal ACh | activation, % at 3 µM | 360,000 tested, 0.088% active; in the data active = activation above about 19%, passing the limit was not always enough
# Target sequence (P11229 whole entry, looked up): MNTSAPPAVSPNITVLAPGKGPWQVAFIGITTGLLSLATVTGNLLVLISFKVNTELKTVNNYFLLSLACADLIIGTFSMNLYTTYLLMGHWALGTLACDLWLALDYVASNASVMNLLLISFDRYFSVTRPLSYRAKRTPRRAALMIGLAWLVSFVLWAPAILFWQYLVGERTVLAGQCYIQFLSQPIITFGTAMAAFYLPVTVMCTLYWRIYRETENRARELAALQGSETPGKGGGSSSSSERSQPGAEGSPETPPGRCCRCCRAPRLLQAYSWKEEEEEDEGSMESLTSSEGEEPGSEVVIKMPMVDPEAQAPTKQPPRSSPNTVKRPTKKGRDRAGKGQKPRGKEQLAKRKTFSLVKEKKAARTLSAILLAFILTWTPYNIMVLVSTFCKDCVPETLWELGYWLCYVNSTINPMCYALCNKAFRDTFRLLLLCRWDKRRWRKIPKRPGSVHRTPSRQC
# CHRM5 agonist: agonists of human muscarinic M5 receptor (CHRM5); P08912; CHO-K1 hM5 cells, Fluo-8 calcium fluorescence; 0% DMSO wells, 100% maximal acetylcholine response; activation, % at 3 µM; 360,000 tested, 0.19% active;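 active = activation above the run's mean over test compounds plus 3 SD, cut at about 23% in these data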;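 note: signal is peak over basal fluorescence ratio across the kinetic read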
# Target sequence (P08912 whole entry, looked up): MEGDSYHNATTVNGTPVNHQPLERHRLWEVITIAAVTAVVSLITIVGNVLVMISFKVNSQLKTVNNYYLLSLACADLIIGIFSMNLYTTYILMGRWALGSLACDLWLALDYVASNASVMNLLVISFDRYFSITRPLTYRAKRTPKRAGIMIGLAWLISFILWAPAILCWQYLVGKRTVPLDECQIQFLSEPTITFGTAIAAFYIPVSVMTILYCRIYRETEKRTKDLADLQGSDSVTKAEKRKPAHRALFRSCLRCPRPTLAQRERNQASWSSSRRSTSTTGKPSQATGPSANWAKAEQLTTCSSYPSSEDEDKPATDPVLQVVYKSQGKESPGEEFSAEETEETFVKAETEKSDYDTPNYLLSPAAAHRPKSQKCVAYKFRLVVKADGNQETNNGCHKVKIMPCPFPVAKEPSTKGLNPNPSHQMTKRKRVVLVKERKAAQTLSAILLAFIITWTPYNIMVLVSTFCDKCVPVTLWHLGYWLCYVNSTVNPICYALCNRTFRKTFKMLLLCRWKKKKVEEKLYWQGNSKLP
# CHRM1 antagonist: blocks human M1 muscarinic receptor; P11229; CHO-K1 hM1, Fluo-8 calcium fluorescence, ACh EC80 antagonist; inhibition, % at 3 µM; 360,000 tested, 1.3% active;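 active = percent inhibition above its own plate's cutoff, namely the mean of that plate's compound wells plus 3 SD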;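 note: peak over basal fluorescence ratio during 140 s after agonist addition; 0% = ACh EC80 plus DMSO and 100% = DMSO alone without agonist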
# M4 ag: agonists of human muscarinic M4 receptor (CHRM4). CHO-K1 hM4/Gqi5, Fluo-8 calcium fluorescence; vehicle 0%, full acetylcholine response 100%. activation, % at 3 µM. 360,000 tested, 0.14% active;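 active = activation above the run mean over all test wells plus 3 SD, cut at about 32% in these data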;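 note: peak over basal fluorescence ratio per well then scaled between controls; 0% = DMSO wells and 100% = acetylcholine at EC100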
# M5 PAM: positive allosteric modulators of human muscarinic M5 receptor; P08912; CHO-K1 hM5, Fluo-8 calcium, ACh EC20 PAM; 0% = ACh EC20, 100% = ACh EC100; activation, % at 3 µM; 360,000 tested, 0.3% active; AID 624038;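 active = activation above the run cutoff, the mean activation of all test compounds plus 3 SD, cut at about 18% in these data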
#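 system = human M5 receptor in CHO-K1 cells | reagent = EC20 acetylcholine as agonist stimulus | compound dosing = single-point, 3 µM nominal | incubation = Fluo-8 loading 80 min at 37 °C plus 30 min room temperature | detection = Fluo-8 calcium dye fluorescence, kinetic read | benchmarks = low control EC20 acetylcholine (0%), high control EC100 acetylcholine (100%)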
# M5 antag: antagonists of human muscarinic M5 receptor (CHRM5); P08912; CHO-hM5 cells, Fluo-8 calcium fluorescence, ACh EC80; inhibition, % at 3 µM; 360,000 tested, 0.59% active; AID 624040;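 active = inhibition above a per-plate cutoff, the mean of that plate's test compounds plus 3 SD, cut at about 27% in these data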;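 note: 0% = acetylcholine EC80 with DMSO and 100% = DMSO without agonist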
# CHRM1 agonist: activates human CHRM1 receptor. 360,000 tested, 0.33% active. CHO-K1 hM1, Fluo-8 calcium fluorescence, agonist mode; 0% DMSO, 100% acetylcholine EC100. P11229. activation, % at 3 µM. AID 588814;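 active = activation above the run's mean compound activation plus 3 SD, cut at about 16% in these data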;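 note: peak over basal fluorescence ratio within a 140 s kinetic read after compound addition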
# TAAR1 agonist: agonists of human TAAR1; CHO RD-HGA16 TAAR1, Fluo-8 calcium fluorescence; vehicle wells 0%, saturating PEA agonist 100%; Q96RJ0; 360,000 tested, 0.99% active; activation, % at 3 µM;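 active = activation above the mean activation of all test compounds in the run plus 3 SD, cut at about 38% in these data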
#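 System: CHO-derived RD-HGA16 cells with stable Gα16 and human TAAR1. Times: 17-24 h plating, Fluo-8 75 min 37 °C, 30 min RT. Measured by: calcium-sensitive Fluo-8 signal, excitation 470-495, emission 515-575 nm. Read-out basis: % activation relative to PEA EC100 response. Control set: DMSO and PEA EC100. Repeats: no replicates (n 1).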
# * = called active by the depositor; . = not tested or not shown. Some of the compounds tested; the hit share may differ from the screen's.
Molecule,CHRM5 agonist,CHRM1 antagonist,M5 PAM,M5 antag,M4 antag,M4 ag,CHRM1 PAM,CHRM1 agonist,TAAR1 agonist
CC(=O)Nc1sc(C)c(C)c1CN1CCN(S(=O)(=O)c2ccccc2)CC1,0,1,-3,4,6,1,0,-3,-2
CO/N=C(\c1nonc1N)N1CCN(c2ccc([N+](=O)[O-])cc2Cl)CC1,1,-1,-6,1,7,9,0,-2,11
OCCOc1ccc(C2=NCCO2)cc1,-3,4,-2,4,6,0,-3,-3,2
COc1ccc(OC)c2sc(NC(=O)CCSc3ccccc3)nc12,-2,-14,-3,0,-14,0,10,-1,1
CCCNc1nc(OCC(F)(F)F)nc(OCC(F)(F)F)n1,-1,-33,-1,-5,-6,0,14,-3,0
Cc1nc2nc[nH]n2c(=O)c1CCOC(=O)c1c(F)cccc1F,-5,-3,-9,20,-8,1,3,-7,3
COc1ccc(S(=O)(=O)Nc2ccc(-c3ccc4nncn4n3)cc2)c(OC)c1,0,6,4,-6,1,2,-2,-3,2
CC(C)(C)C(=O)N1CCN(c2ccc(NC(=O)c3ccc([N+](=O)[O-])o3)cc2)CC1,3,0,2,5,-4,6,5,1,10
CCOC(CN=c1nc(N(C)C)ss1)OCC,12,-10,1,6,-6,6,4,4,23
O=C(CS(=O)(=O)c1ccccc1)NCc1ccc(Cl)cc1,-4,9,3,-5,-11,0,1,-3,0
Cc1ccc2cc(CCNC(=O)c3ccc4c(c3)OCO4)c(=O)[nH]c2c1,2,-7,-7,-4,-8,9,2,-1,3
CCC(=O)NNc1nc2c(C)c(C)ccc2s1,-3,15,8,2,-4,2,-2,-4,2
COc1cccc(/C=C/C(=O)c2c(O)cc(C)oc2=O)c1O,0,-13,7,-2,-7,2,8,2,3
CN(C)CCNc1nc2c(c(=O)[nH]c(=O)n2C)n1CC(O)COc1ccc(Cl)cc1Cl (stereo unspecified),-2,4,-2,5,9,1,6,-6,1
Cc1ccc2c(COC(=O)C34CC5CC(CC(C5)C3)C4)cc(=O)oc2c1,-3,-5,5,-9,-8,1,6,-4,0
Cc1cc(C)nc(N/N=C/c2ccco2)n1,0,19,-2,3,8,1,-13,-3,3
CC(C)CC(OC(=O)c1nsc(Cl)c1Cl)C(=O)NCc1cccs1 (stereo unspecified),-2,-14,2,-12,-1,0,13,-1,8
CCCCOC(=O)CSc1nc(N)c(C#N)c(-c2ccc(OC)cc2)c1C#N,-4,-12,23*,-21,-15,1,4,-4,6
CC(=O)/C(=N\Nc1ccccc1Cl)Sc1nnc(-c2ccccc2)n1-c1ccccc1,-3,1,-3,1,-6,0,-1,-4,6
COc1ccc(C(N)c2csc(Nc3ncccn3)n2)cc1 (stereo unspecified),-2,-18,0,-3,-21,2,6,0,2
Cc1ccc(S(=O)(=O)Nc2ccc(N3CCCCC3)cc2)cc1,-2,-6,-5,-13,0,1,6,-10,3
O=C(Nc1ccc2c(c1)OCO2)c1cc(C2CCCCN2C(=O)OCCF)on1 (stereo unspecified),1,5,1,-10,7,5,-3,-7,5
O=C1c2cccc3cccc(c23)C(=O)N1CCCSc1ncn[nH]1,-3,-8,1,12,-2,3,3,-3,5
CCN(CC)S(=O)(=O)c1ccc(Cl)c(NC(=O)COC(=O)c2cccn2C)c1,1,-5,-9,9,-2,9,4,-2,7
Cc1oc(-c2ccc3c(c2)OCCO3)cc1C(=O)NC(CCC(=O)O)C(=O)O (stereo unspecified),-1,-11,-2,1,-5,0,5,-3,6
Cc1c(-n2c(SCC(N)=O)nc3ccccc3c2=O)c(=O)n(-c2ccccc2)n1C,4,3,12,0,0,0,3,-6,11
CCOC(=O)Cn1c(C(C)=O)nc2ccccc21,2,-2,-4,2,4,0,7,-1,3
C/C=C/c1ccc(OCC(O)CNCC(c2ccc(OC)cc2)N(C)C)c(OC)c1 (stereo unspecified),-5,4,0,2,1,1,-11,-9,-2
NC(=O)C1CCN(C(=O)COc2ccc3c4c(c(=O)oc3c2)CCCC4)CC1,-1,-2,0,2,-6,0,-2,-9,1
CCC1(c2ccc(F)cc2)NC(=O)N(CC(=O)Nc2cccc(S(=O)(=O)N3CCOCC3)c2)C1=O (stereo unspecified),3,-14,8,0,-10,1,17,-1,4
CN(C(=O)c1ccc(Cl)c(S(=O)(=O)N2CCOCC2)c1)c1ccccc1C(=O)O,5,-4,-4,1,-2,-1,4,-1,9
COc1cc2[nH]c(=S)n(CCCN3CCOCC3)c(=O)c2cc1OC,0,4,3,-9,-6,0,10,-3,0
C[C@H](CO)N1C[C@H](C)[C@@H](CN(C)S(C)(=O)=O)Oc2c(NC(=O)Cc3ccccc3)cccc2C1=O,0,-10,-4,5,-8,0,4,-6,3
O=C1Nc2ccc(F)cc2C12Nc1ccccc1-c1nnc(SCc3ccccc3)nc1O2 (stereo unspecified),1,-11,6,1,2,3,6,-6,0
Cc1ccccc1NC(=O)COc1cccc2c1CCNC2=O,4,-8,-4,9,3,3,3,-3,5
CCC(C)Sc1nc(C)nc2c1c(=O)n(C)c(=O)n2C (stereo unspecified),-1,-12,0,-2,-20,0,2,-6,-2
Cc1ccc(F)c([C@H]2[C@H]3C=CC[C@@H](C)[C@@H]3C(=O)N2Cc2ccccc2)c1,6,-17,12,1,-6,-2,5,-6,5
CCOC(=O)c1c(CN(CC)CC)n(C)c2cc(Br)c(O)cc12,-1,-2,-4,10,6,1,-1,-4,0
CC(C)n1c(=O)[nH]c2ccccc21,1,-15,-2,-1,2,1,-1,-1,9
O=c1[nH]c(CN2CCN(c3ccc(O)cc3)CC2)nc2scc(-c3ccc(Cl)cc3)c12,5,-12,-2,-1,-2,7,4,-2,2
CC(c1ccccc1)C1CC(=O)N(CC(=O)O)C1=O (stereo unspecified),5,-9,0,-1,-3,-1,9,-1,18
CCOC(=O)/C(C#N)=C/c1ccc(-c2ccsc2C(=O)OC)o1,1,5,2,-3,14,0,-1,0,3
CC1=[N+](C)N(c2ccccc2)C(=O)C1N=Cc1c(Cl)cccc1Cl (stereo unspecified),1,-1,2,-3,6,1,12,-6,6
COCCNC(=O)c1csc2c1CCCC2,0,-3,-4,5,-4,0,1,-8,-1
CC(C)(C)c1cc(Cl)c(O)c(NC(=S)NC(=O)c2cccnc2)c1,0,4,2,7,7,1,6,1,3
CCOc1ccc(/C=N/NC(=O)c2cc(-c3cccn3C)n[nH]2)cc1,1,-6,7,-15,-6,2,9,-5,6
CCCCN(CC)C(=O)c1cccc(Cl)c1,-6,1,-7,0,5,0,1,-3,0
COC(=O)[C@@]1(Sc2ccc(C)cc2)CC(=O)N(C(=O)c2ccccc2)[C@@H]1c1ccccc1,-4,.,-6,-3,-1,0,.,.,0

# Sorted by value in CHRM1 PAM (high to low): some entries from above.
Molecule,CHRM5 agonist,CHRM1 antagonist,M5 PAM,M5 antag,M4 antag,M4 ag,CHRM1 PAM,CHRM1 agonist,TAAR1 agonist
CCOC(=O)Cn1c(C(C)=O)nc2ccccc21,2,-2,-4,2,4,0,7,-1,3
O=C(CS(=O)(=O)c1ccccc1)NCc1ccc(Cl)cc1,-4,9,3,-5,-11,0,1,-3,0
C/C=C/c1ccc(OCC(O)CNCC(c2ccc(OC)cc2)N(C)C)c(OC)c1 (stereo unspecified),-5,4,0,2,1,1,-11,-9,-2

# Later entries
Molecule,CHRM5 agonist,CHRM1 antagonist,M5 PAM,M5 antag,M4 antag,M4 ag,CHRM1 PAM,CHRM1 agonist,TAAR1 agonist
CC(C)(C)OC(=O)NC(Cc1ccccc1)C(=O)O (stereo unspecified),-1,-14,15,-8,9,1,6,-2,0
CCC(=O)Nc1ccc(C(=O)CSc2nc3ccc(C)cc3[nH]2)cc1,0,-1,0,-3,-12,3,10,0,0
Cc1ccc(C)c(NC(=S)N2CCC(c3nc4ccccc4s3)CC2)c1,-3,1,-1,1,5,1,-4,-7,0
CCOC(=O)Nc1ccc2c(c1)N(C(=O)N1CCN(C)CC1)c1ccccc1CC2,-11,49*,-16,22,2,1,-16,1,5
COc1ccc(-c2nc(N)n(C(=O)c3ccccc3Cl)n2)cc1,-6,7,1,-3,6,1,-22,-8,7
c1ccc(CCc2nc(-c3ccc(-n4cccc4)cc3)no2)cc1,1,6,-5,3,6,1,-8,-1,2
CC[C@@]1(C(=O)OC)N[C@H](CN(C)C(=O)NC(C)C)[C@@H]2C(=O)N(C)C(=O)[C@@H]21,1,-10,-4,-3,-11,0,8,-1,4
CCN(c1ccccc1)S(=O)(=O)c1ccc2[nH]cc(C(=O)NCCOC)c(=O)c2c1,1,-5,-6,0,4,0,3,-4,3
Nc1cc(C(F)(F)F)ccc1Nc1ccccc1,-1,4,5,-7,1,-1,5,-10,3
Cc1ccc(N(CC(=O)NCc2ccncc2)S(C)(=O)=O)cc1Cl,-12,12,-7,8,-2,2,-1,-3,14
O=C(Nc1cccc(-c2nnn(CC(=O)N3CCc4ccccc4C3)n2)c1)C1CCC1,-1,-3,-3,-2,2,4,2,-6,5
CCN(CC)CCNC(=O)C(C(=O)c1ccccc1)n1ccccc1=O (stereo unspecified),-2,0,-3,3,-13,1,7,-4,15
O=C1CCCC/C1=C\Nc1ccc(Cl)cn1,-1,5,5,-4,1,1,-2,-7,1
Cc1ccc(S(=O)(=O)N=N/C=C2\C=CC=CN2O)cc1,2,-2,-4,19,-3,0,2,-1,1
CCCCc1nnc(NC(=O)c2ccc(-n3cncn3)c([N+](=O)[O-])c2)s1,4,-15,4,2,-5,1,8,1,2
Cc1cc(NC(=O)CSc2n[nH]c(N)n2)no1,2,-6,0,8,7,3,8,-2,0
O=C(CCNS(=O)(=O)c1ccc(Br)cc1)N1CCN(c2ccccc2O)CC1,4,-6,-1,1,1,6,-2,-2,2
CCc1nnc(NC(=O)CCC(=O)N2CCCC(O)C2)s1 (stereo unspecified),-1,-13,5,5,-2,1,11,-3,4
c1ccc(CN2CCN(c3nc4ccccc4c4ccccc34)CC2)cc1,-2,3,-2,0,10,0,3,-5,9
Cc1ccccc1OCc1nc2ccccc2c(=O)n1/N=C/c1ccco1,0,7,-4,4,1,5,-2,-2,6
CC(C)(C)C(=O)Nc1ccc(S(=O)(=O)N2CCC(c3nc4ccccc4[nH]3)CC2)cc1,-2,-10,0,3,-14,4,6,6,2
CC(C)Cn1c(SCC(=O)NCc2ccc(Cl)cc2)nnc1-c1cccc(S(=O)(=O)N2CCOCC2)c1,1,-4,0,1,3,6,4,-4,14
CC(C)CNc1ncnc2c1ncn2[C@H]1CN(Cc2ccc(-c3ccccc3)cc2)C[C@@H](CO)O1,5,28*,-9,23,17,16,-9,3,7
CC(=O)c1ccc(NC(=O)CSc2nnc(Cn3cnc4ccccc43)o2)cc1,4,-6,-1,14,2,2,5,-6,1
